KDM5B inh: inhibitors of human KDM5B histone demethylase. Q9UGL1. Potency, µM (highest dose often 57.7 µM), without a hit: top-dose activity change, negative = inhibition, hits mostly inhibitors. actives 2.6% (n = 220,000). KDM5B demethylase, FDH-coupled NADH fluorescence (FDH is formaldehyde dehydrogenase); active = well fitted inhibition curve with a large enough effect; inconclusive = small, poorly fitted or top-dose-only effect; inactive = no such curve, though single readings can be large or run the other way; note: 0% is about no effect; nearly all actives have a fitted effect of over 70% in size
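KDM5BΔAP (200 nM final) in 50 mM HEPES pH 7.5, 0.01% Tween-20 was preincubated 10 min at RT with compound over a concentration range. Substrate mix (H3K4me3 12.5 µM, α-KG 25 µM, Fe²⁺, ascorbate, NAD⁺, FDH) was added, and NADH fluorescence change over 30 min gave dose-response curves.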
* marks the source's active call; other numbers are inactive results; i = inactive; ? = inconclusive; & = joins results of further samples; [ ] = another dose, or the depositor's remark. Potency is the fitted concentration of half-maximal effect. Not all compounds are listed; count on the stated rates, not on these rows.

KDM5B inh | SMILES
-19% | O=C(NC1CCCN(c2cc(-c3ccccc3)[nH]n2)C1)c1ccccc1Cl (stereo unspecified)
? | O=C(c1ccc(Cl)cc1Cl)C(Br)C(O)C(Cl)(Cl)Cl (stereo unspecified)
15% | CC(C)(C)C(=O)Nc1ccc(C(=O)Nc2ccc(NC(=O)c3ccc(NC(=O)C(C)(C)C)cc3)c(Cl)c2)cc1
? | O=C(/C=C/c1cccc(Cl)c1Cl)c1ccc(OC(F)F)cc1OC(F)F
-3% | CC(=O)c1ccc(NC(=O)N2Cc3[nH]cnc3C[C@H]2c2nc(-c3ccc(F)cc3)no2)cc1
-18% | CCOC(=O)c1cccc(NC(=O)CCn2nc(C)c(S(=O)(=O)N3CCCCC3)c2C)c1
12% | CCc1cccc(NC(=O)NCC(O)c2ccc(F)c(F)c2)c1 (stereo unspecified)
-22% | Cn1c(=O)c2c(-c3ccc(F)cc3)n(CC(N)=O)cc2n(C)c1=O
8% | Cc1cc(C(=O)CSc2n[nH]c(C(C)C)n2)c(C)n1C
-14% | O=C(Cc1csc(-c2ccsc2)n1)Nc1ccnn1Cc1ccccc1Br
23% | CN(Cc1nccs1)c1cc(C2CC(O)C2)ncn1 (stereo unspecified)
8% | NC(=O)[C@@H]1CN(C(=O)Cc2ccc(F)cc2)C[C@H]1COc1ccccc1
-3% | COc1ccc(CN2C(=O)CO[C@H](c3ccc(NC(=O)c4ccccc4OC)cc3)[C@H]2CO)cc1
-17% | COc1cccc(CN2CC(C(=O)N3CCN(c4ccc(Cl)cc4)CC3)CCC2=O)c1 (stereo unspecified)
-10% | COc1ccc(NC(=O)Cn2c(=O)n(-c3cccc(C)c3)c(=O)c3c2cc(C)n3C)c(OC)c1
-5% | COc1ccc(CCNC2=NCCS2)cc1OC
-13% | CC(C)CCCC1CN(C(=O)c2cn(CCCN)nn2)CCO1 (stereo unspecified)
5% | CC(O)C(=O)Nc1ccc(C(F)(F)F)cc1 (stereo unspecified)
-1% | CC(CCc1ccccc1)NC(=O)C1CCN(c2cc(C(F)(F)F)ncn2)CC1 (stereo unspecified)
-20% | Cc1ccc(Cn2c(C)c3cnn(CC(=O)NCc4cccs4)c(=O)c3c2C)cc1
-21% | Cc1noc(C)c1CC(=O)NCC12CCC=C1NC(=O)CC2 (stereo unspecified)
8% | O=S(=O)(Cc1ccc(F)cc1)N1CCc2ccccc21
-12% | CCOc1ccc(C(=O)Nc2nc(C)cs2)cc1OC
35µM* | CC1(COc2ccccc2)COc2ccc(C(=O)NCc3cccnc3)cc2N1 (stereo unspecified)
-28% | C=CCn1c(SCC)nc2c1c(=O)n(C)c(=O)n2C
3% | CN(CC(=O)Nc1ccc(Cl)c(Cl)c1)Cc1ncc(-c2ccc(F)cc2)o1
12% | Cc1ccc(NC(=O)CS(=O)CC(=O)N(CC(=O)NC(C)(C)C)c2cccc(C)c2C)cc1 (stereo unspecified)
39% | CC(C)c1noc(C2CCCN(C(=O)NC(C)(C)C)CCC(=O)NCC2)n1 (stereo unspecified)
22% | CC(C)(CNC(=O)c1ccccc1F)CNC(=O)c1ccccc1F
-4% | Cn1c(=O)n([C@H]2CCCN(S(=O)(=O)Cc3ccccc3)C2)c2ncccc21
i | Cc1c(CCC(=O)N2CCCC2)c(=O)oc2cc(O)ccc12
-3% | COC(=O)C1CN(Cc2cn(Cc3ccccc3)nn2)CCS(=O)(=O)N1Cc1ccc(OC)cc1 (stereo unspecified)
1%[86.2 µM] | CN1c2cccnc2CN(C(=O)Nc2ccc(Cl)cc2)CC[C@H]1CO
7% | Cc1cc(C)cc(-n2cccc2)c1
-29% | CCCN(C(=O)Cn1nc(Cc2cccnc2)c2ccccc2c1=O)c1ccc(C(C)C)cc1
-4% | CCC(=O)c1ccc(OCC(=O)Nc2ccc3nc(C)sc3c2)cc1
? | C[S+](=O)([O-])c1ccc(CC(=O)N2CC(COc3ccccc3)C3(C2)CN(c2ccccc2)C3)cc1 (stereo unspecified)
-20% | CC(=O)c1ccc(NC(=O)c2ccc3c(c2)nnn3C2CCCC2)cc1
9% | O=C(NCCc1nc2ccccc2[nH]1)/C(=C/c1ccc(F)cc1)NC(=O)c1ccco1
? | CCCN(CCC)CCNC(=O)c1cc2c(-c3ccc(Cl)cc3)nn(C)c2s1
23% | C/C(=N\OC(=O)c1c(F)cccc1F)c1ccc(F)cc1F
-21% | c1csc(-c2nc(NC3CCCC3)c3ccccc3n2)c1
-22% | CCCn1cnnc1-c1nc2c([nH]1)CC(c1ccccc1OC)CNC2=O (stereo unspecified)
15% | CNc1c(NC(=O)c2ccc(OC)c(OC)c2)c(=O)oc2ccccc12
-20% | COC(=O)c1sc2cccc(F)c2c1S(=O)(=O)N1CCN(c2cccc(Cl)c2)CC1
-6% | Cc1ccc(-c2csc(Nc3ccc(S(N)(=O)=O)cc3)n2)cc1C
-10% | O=C(O)c1cc(Br)cc(S(=O)(=O)NC2CCCCC2)c1
? | CCC1CCCCN1C(=O)CSc1nc(-c2ccc(OC)c(OC)c2)cc(C(F)(F)F)n1 (stereo unspecified)
-27%[86.2 µM] | C=CCNC(=O)[C@@H]1CCCN1C1(C(=O)NC)CCOCC1
-1% | Cc1ccccc1OCC(=O)N1C[C@@H](CN2CCCCC2)[C@@H](CO)C1
7% | COC(=O)[C@@H]1Cc2c([nH]c3ccccc23)C(C)N1C(=O)c1ccccc1 (stereo partly specified)
? | Cn1nc(-c2nncn2-c2ccccc2)c2c1CCN(C(=O)c1ccncc1)C2
-27% | Nc1ccc(C2=CSC3=NCCCN23)cc1
-4% | CCOc1ccc(C2c3c(-c4ccccc4O)n[nH]c3C(=O)N2Cc2cccnc2)cc1OC (stereo unspecified)
? | COc1ccc(Nc2cc3c(cn2)NCCN(Cc2ccccc2)C3)cc1
-9% | Cc1nc(C2(C)CCN(C(=O)Cc3c(C)noc3C)CC2)no1

Additional entries.
KDM5B inh | SMILES
13% | CC(C)C(NC(=O)N(C)Cc1ccccc1)c1ccc2c(c1)OCCO2 (stereo unspecified)
11% | O=C(Cc1n[nH]c(=O)c2ccccc12)OCC(=O)N1CCCC1=O
12% | COc1cc(NC(=O)c2nc3ccccc3nc2OC)cc(OC)c1
16% | CC(C)CNC(=O)C1COC2(CCN(C(=O)c3ccccc3F)CC2)N1C(=O)c1cccc(F)c1 (stereo unspecified)
? | FC(F)(F)c1cccc(CSc2cccc3cccnc23)c1
20% | O=C(O)c1ccc(C2SCCCS2)cc1
-4% | COC(=O)[C@@H](NC(=O)Nc1cc(-c2n[nH]c(=O)c3ccccc23)ccc1C)C(C)C
126µM* | CN(C)C(=O)c1c[nH]c2cccnc12
-16% | Cc1ccccc1C(=O)NCCC1=CCCCC1
9% | CC(C)N(Cc1cnn(C)c1)Cc1nc(Cc2ccccc2Cl)no1
? | Cc1cc2nc(-c3cccc(NC(=O)C(C)C)c3C)oc2cc1C
2% | CC(C)C(OC(=O)Cc1c[nH]c2ccccc12)C(=O)NC(N)=O (stereo unspecified)
0% | CNC(=O)c1ccc(CN(C2CC2)S(=O)(=O)c2ccc3c(c2)CCC3)cc1
-11% | C/C(=N/NC(=O)c1ccccn1)c1c[nH]c2ccccc12
-7% | COc1ccc(OC)c(-c2nnc3n(CCc4ccccc4)c(=O)c4ccccc4n23)c1
0% | O=C(CCc1ncc(-c2ccc(F)cc2F)o1)N1CCN(S(=O)(=O)c2cccc(F)c2)CC1
17% | COc1ccc(C(=O)N2CCCCCNC(=O)[C@@H]3CCC[C@@H]32)c(OC)n1
3% | CCOc1ccc(C(=O)NC(CC(=O)OC)c2ccc(Cl)cc2)cc1OC (stereo unspecified)
-10% | Cc1ccc(C(C)NC(=O)CN2C(=O)C3(CCNCC3)Nc3ccccc32)cc1 (stereo unspecified)
-11% | Cc1nn(CCC(=O)NCc2cccnc2)c(=O)c2nn(-c3ccccc3)c(C)c12
? | CCN(c1ccc(-c2csc(NC)n2)cc1)S(C)(=O)=O
18%[115 µM] | COc1ccc(CN2CCCC3(Cc4ccccc4CNC3=O)C2)cc1F (stereo unspecified)
? | CCc1nc2ccc(C(=O)NCCc3ccc(OC)cc3OC)cc2nc1CC
-11% | COc1ccccc1CNC(=O)CN1C(=O)COc2ccc(S(=O)(=O)N3CCC(C)CC3)cc21

Looked up by compound from above (5):
KDM5B inh | SMILES
-11% | Cc1nn(CCC(=O)NCc2cccnc2)c(=O)c2nn(-c3ccccc3)c(C)c12
? | CCN(c1ccc(-c2csc(NC)n2)cc1)S(C)(=O)=O
18%[115 µM] | COc1ccc(CN2CCCC3(Cc4ccccc4CNC3=O)C2)cc1F (stereo unspecified)
-11% | COc1ccccc1CNC(=O)CN1C(=O)COc2ccc(S(=O)(=O)N3CCC(C)CC3)cc21
? | CCc1nc2ccc(C(=O)NCCc3ccc(OC)cc3OC)cc2nc1CC

Arranged by the number under KDM5B inh (descending): three of the compounds above.
KDM5B inh | SMILES
3% | CCOc1ccc(C(=O)NC(CC(=O)OC)c2ccc(Cl)cc2)cc1OC (stereo unspecified)
-10% | Cc1ccc(C(C)NC(=O)CN2C(=O)C3(CCNCC3)Nc3ccccc32)cc1 (stereo unspecified)
-11% | COc1ccccc1CNC(=O)CN1C(=O)COc2ccc(S(=O)(=O)N3CCC(C)CC3)cc21

Next section:
KDM5B inh | SMILES
? | CC1CCN(S(=O)(=O)c2ccc3c(c2)N(CC(=O)NCc2ccccc2)C(=O)CO3)CC1
-12% | COc1ccc(-c2ccccc2NC(=O)C2CCCN2C(=O)NC(C)C)cc1 (stereo unspecified)
-5% | O=C(NCc1cccnc1-n1cncn1)C1CC2(CCNCC2)CN1 (stereo unspecified)
? | Cc1ccc(-c2cc(C(=O)N(C)CC(=O)NC3CC3)c3ccccc3n2)cc1
-14% | CCCN(Cc1nc2cc(Cl)ccc2c(=O)[nH]1)C(=O)c1cc(OC)c(OC)c(OC)c1
-3% | O=C1CC(C(=O)Nc2ccccc2C(F)(F)F)n2nc(SCc3ccccc3)nc2N1 (stereo unspecified)
-24% | CC(=O)c1ccc(N/N=C2/CCCNC2=O)cc1
-19% | O=C(c1ccc(F)cc1Cl)N1CCC(n2cc(-c3nc(-c4ccccc4)no3)nn2)CC1
11% | CN(C)CCCNC(=O)c1cc(C(=O)c2cccc(Cl)c2Cl)c[nH]1
1% | N#Cc1ccc(/C=C/C(=O)c2ccc3c(c2)OCCO3)cc1
-11% | CC(NS(=O)(=O)Cc1ccccc1)C(=O)O (stereo unspecified)
-6% | COc1ccc(CN2CCCN(C(=O)c3nn(-c4ccccc4)c(=O)c4ccccc34)CC2)cc1
-27% | Cc1ccc(CN2C(=O)c3ccccc3Sc3ccc(C(=O)NCCCN4CCOCC4)cc32)cc1
3%[149 µM] | O=C(c1ccccc1)N1CCC(N2CCOC2=O)CC1
? | Cc1ccsc1CN1CCCCCCNC(=O)CC1
35% | CC(C)(C)NC(=O)C(=O)NC(=O)c1c(F)cccc1Cl

Printed as active in KDM5B inh, among the entries above:
KDM5B inh | SMILES
35µM* | CC1(COc2ccccc2)COc2ccc(C(=O)NCc3cccnc3)cc2N1 (stereo unspecified)
126µM* | CN(C)C(=O)c1c[nH]c2cccnc12

The list goes on.
KDM5B inh | SMILES
-28% | COc1cccc(C(=O)N2CC(CO)C3(CCNCC3)C2)c1OC (stereo unspecified)
? | COc1ccc(-c2cc(C)no2)cc1S(=O)(=O)N1CCN(c2cccc(C)c2)C(C)C1 (stereo unspecified)
5% | Cc1ccc2c(c1)C(=O)OC(C(=O)Nc1ncc(Cc3ccc(C(C)C)cc3)s1)C2 (stereo unspecified)
-3% | CS(=O)(=O)N1CCC(NC(=O)c2ccc3ccccc3n2)CC1
? | CCC(=O)C1=C(c2ccc(F)cc2)N(C(=O)CC)n2cnnc2S1
12%&23% | COc1ccc(NC(=O)CSc2nc3ccccc3nc2N2CCCCC2)cc1
i | COc1ccccc1CCNC(=O)Cc1c(C)c2cc(Cl)c(O)cc2oc1=O
-5% | Cc1nc2c(c(N[C@@H]3COCC[C@H]3OCc3ccccn3)n1)CCC2
-9% | Cc1ccc(C(=O)N2CC[C@@H]3CN(S(C)(=O)=O)[C@@H]3C2)c(C)c1
-18% | COc1ccc(CCNC(=O)C2CCCN(c3nc4ccccc4s3)C2)cc1OC (stereo unspecified)
13% | Cc1ccc(-c2c(C)nn3c(N4CCN(CCO)CC4)cc(C)nc23)cc1
-30%[86.2 µM] | CC(=O)N1CCC(N2CCN3C(=O)N(Cc4ccccn4)C[C@H]3C2)CC1
33%[activator] | COc1cccc(CNC(=O)[C@@H]2C[C@@H](O)CN2C2CCN(C(=O)c3sccc3C)CC2)c1
6% | COc1ccc(-n2nc(C(=O)Nc3cccc(Cl)c3)c3c4ccccc4n(C)c3c2=O)cc1Cl
9% | NC(=O)c1ccc(/C(N)=N/S(=O)(=O)c2cc(C(F)(F)F)cc(C(F)(F)F)c2)cc1
? | COc1ccc(-c2nc(C(C)C)nc3c2CN(C(=O)c2ccc4c(c2)OCO4)CC3)cc1
8% | CCC(C)NC(=O)Cn1c(=O)n(-c2ccc(C)c(C)c2)c(=O)c2c3c(sc21)CCCCC3 (stereo unspecified)
25µM* | COc1ccc(-c2cc3nc4c(c(=O)n3[nH]2)CN(C(=O)NCc2ccco2)CC4)cc1
? | COC(=O)c1scc(-c2ccccc2)c1S(=O)(=O)Nc1cccc(C)c1C
? | CCOc1ccc(CNC(=O)c2ccc(Sc3ccc(Cl)cc3)c(NC(C)=O)c2)cc1
-24% | O=C(NC1CCCN(c2cc(-c3ccccc3)[nH]n2)C1)c1ccccc1F (stereo unspecified)

Among those listed so far, these have a furan ring, fused or not.
KDM5B inh | SMILES
9% | O=C(NCCc1nc2ccccc2[nH]1)/C(=C/c1ccc(F)cc1)NC(=O)c1ccco1
25µM* | COc1ccc(-c2cc3nc4c(c(=O)n3[nH]2)CN(C(=O)NCc2ccco2)CC4)cc1
